High-throughput results from PubChem.
JMJD2E inh = qHTS Assay for Inhibitors of Human Jumonji Domain Containing 2E (JMJD2E); JMJD2E catalytic domain, FDH-coupled NADH fluorescence (FDH is formaldehyde dehydrogenase); Potency, µM (top dose mostly 57.1 µM), for inactives: at the top dose activity change, negative = inhibition, actives largely listed as inhibitors; 230,000 compounds, 1.6% hits; AID 2147, 2009; active means well fitted inhibition curve with a large enough effect, not every such curve was filed as active; inconclusive means small, poorly fitted or top-dose-only effect, or another doubt; inactive means no such curve, though single readings can be large or run the other way;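 further: 0% = wells with enzyme and -100% = buffer wells without enzyme; nearly all actives have a fitted effect of over 50% in size; many of its hits are not listed in these tables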
Lamin A splicing = qHTS Assay for Modulators of Lamin A Splicing; HeLa LMNA splicing GFP/RFP minigene ratio, 48 h; Potency, µM (titrated, usually from 46.1 µM), inactives show at the highest dose ratio change, negative = inhibition, usual class: inhibitors; 200,000 compounds, 0.01% hits; AID 1487, 2009; active means well fitted inhibition curve with a large enough effect in the signal ratio, with a control signal flat, not every such curve was filed as active; inconclusive means small, poorly fitted or top-dose-only effect, or effect the other way, or a change in a side signal; the % refers to the signal ratio; further: on the % scale 0 is the no-effect control and ±100 the full control effect
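S3 HeLa cells stably expressing lamin A-EGFP splicing minigene plus DsRed2, 600 cells/well, 48 h compound exposure at 37C. Laser-scanning cytometry; analysed as GFP (500-530 nm)/RFP (575-640 nm) total intensity ratio; 0.5% DMSO vehicle.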
TexasRed fluor = Total Fluorescence Counterscreen for Inhibitors of the Interaction of Thyroid Hormone Receptor and Steroid Receptor Coregulator 2 | 280,000 compounds, 0.29% hits | TRb/SRC2 Texas Red total fluorescence interference | AID 1479, 2009 | Potency, µM (highest dose often 106 µM), without a hit: top-dose fluorescence change, negative = quenching; active means well fitted curve in either direction with a large enough effect; inconclusive means small, poorly fitted or top-dose-only effect; further: on the % scale 0 is the no-effect control and ±100 the full control effect
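Human TRβ ligand-binding domain (0.6 uM) and Texas Red SRC2 peptide (20 nM) in Tris buffer with 1 uM T3 and 5% DMSO were incubated with pinned compound for 5 hr at ambient temperature. Total fluorescence was computed as S + 2P (555/632 nm).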
RECQ1 helicase = qHTS Assay for Inhibitors of RecQ-Like Dna Helicase 1 (RECQ1); ATP-dependent DNA helicase Q1 (Homo sapiens), P46063; RECQ1 DNA unwinding, red fluorescence kinetic read; Potency, µM (doses to about 57.3 µM), inactives show at the highest dose activity, negative = inhibition, usual class: inhibitors; 240,000 compounds, 0.54% hits;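 further: plate controls were vehicle for no effect and no enzyme for full effect; nearly all actives have a fitted effect of over 30% in size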
Target sequence (P46063 whole entry, looked up): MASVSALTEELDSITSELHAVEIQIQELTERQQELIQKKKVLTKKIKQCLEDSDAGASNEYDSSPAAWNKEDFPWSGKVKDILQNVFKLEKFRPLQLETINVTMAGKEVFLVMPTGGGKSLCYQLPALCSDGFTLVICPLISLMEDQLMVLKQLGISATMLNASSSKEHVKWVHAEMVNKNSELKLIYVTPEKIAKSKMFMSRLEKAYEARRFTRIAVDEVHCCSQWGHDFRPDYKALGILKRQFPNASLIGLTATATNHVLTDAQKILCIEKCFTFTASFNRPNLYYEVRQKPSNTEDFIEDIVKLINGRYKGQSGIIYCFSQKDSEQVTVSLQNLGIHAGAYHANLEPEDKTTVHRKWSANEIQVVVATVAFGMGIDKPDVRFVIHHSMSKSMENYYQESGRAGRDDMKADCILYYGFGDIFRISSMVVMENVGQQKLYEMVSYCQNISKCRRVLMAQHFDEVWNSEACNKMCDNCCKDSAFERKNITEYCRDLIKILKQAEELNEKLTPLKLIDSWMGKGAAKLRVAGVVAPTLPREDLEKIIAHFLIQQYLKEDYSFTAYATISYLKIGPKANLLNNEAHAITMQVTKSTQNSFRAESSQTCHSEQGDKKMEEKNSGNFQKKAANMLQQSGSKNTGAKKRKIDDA
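RECQ1T1 50 nM; forked duplex (20 bp + 30-nt ss tails) 200 nM, ATP 2 mM final; pH 8.0, 2 mM MgCl2, 2.5 ug/ml poly(dI-dC); 15 min compound preincubation; discontinuous kinetic read over 2 h at RT.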
TRb SRC2 PPI = qHTS for Inhibitors of the Interaction of Thyroid Hormone Receptor and Steroid Receptor Coregulator 2. 280,000 compounds, 0.065% hits. Thyroid hormone receptor beta (Homo sapiens), P10828. Potency, µM (top dose mostly 106 µM), inactives show at the top dose activity change, negative = inhibition, hits mostly inhibitors. TRbeta-SRC2 peptide binding, fluorescence polarization; receptor liganded with 1 µM T3. AID 1469, 2008;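 further: plate controls were bound peptide for no effect and peptide without receptor for full effect; nearly all actives have a fitted effect of over 50% in size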
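TRb LBD 0.6 uM + Texas Red SRC2 peptide 20 nM, 1 uM T3, Tris buffer w/ 5% DMSO; compound pinned, 5 h RT; FP read ex 555/em 632; normalized to unbound and bound controls.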
ALDH1A1 block = qHTS Assay for Inhibitors of Aldehyde Dehydrogenase 1 (ALDH1A1); Aldehyde dehydrogenase 1A1 (Homo sapiens), P00352; Purified ALDH1A1, NADH fluorescence, propionaldehyde substrate; Potency, µM (doses to about 75.3 µM), for inactives: top-dose activity, negative = inhibition, usual class: inhibitors; 220,000 compounds, 7.3% hits; active means well fitted inhibition curve with a large enough effect, not every such curve was filed as active; inconclusive means small, poorly fitted or top-dose-only effect, or another doubt; inactive means no such curve, though single readings can be large or run the other way;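 further: plate controls were no enzyme wells and a reference inhibitor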
RGS12 GoLoco inh = qHTS Assay for Inhibitors of RGS12 GoLoco Motif Activity (Red Fluorophore) | Potency, µM (titrated, usually from 61.6 µM), inactives show at the top dose activity, negative = inhibition, hits mostly inhibitors | Guanine nucleotide-binding protein G(i) subunit alpha-1 (Homo sapiens), P63096 | Gai1:RGS12 GoLoco peptide FP, rhodamine, 10 min | 230,000 compounds, 0.44% hits; active means well fitted inhibition curve with a large enough effect, not every such curve was filed as active; inactive means no such curve, though single readings can be large or run the other way; further: on the % scale 0 is the no-effect control and ±100 the full control effect; nearly all actives have a fitted effect of over 30% in size; many of its hits are not listed in these tables
Target sequence (P63096 whole entry, looked up): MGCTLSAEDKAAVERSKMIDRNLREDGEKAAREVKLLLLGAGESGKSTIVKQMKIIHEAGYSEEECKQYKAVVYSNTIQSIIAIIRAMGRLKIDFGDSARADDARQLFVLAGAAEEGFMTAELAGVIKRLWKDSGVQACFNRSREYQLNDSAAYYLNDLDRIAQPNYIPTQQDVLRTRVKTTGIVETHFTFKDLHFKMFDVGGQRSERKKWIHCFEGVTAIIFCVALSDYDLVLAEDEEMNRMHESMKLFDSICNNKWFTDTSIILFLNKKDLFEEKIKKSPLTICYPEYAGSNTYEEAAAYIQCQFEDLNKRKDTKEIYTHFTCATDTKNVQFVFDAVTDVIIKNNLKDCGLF
SMN2 splice enh = qHTS Assay for Enhancers of SMN2 Splice Variant Expression; HEK293 SMN2-luciferase splicing reporter, luminescence, 30-36 h; Potency, µM (series often up to 46.1 µM), without a hit: top-dose activity change, positive = activation, usual class: activators; 210,000 compounds, 2.8% hits; further: % of control where 0% means no effect; nearly all actives have a fitted effect of over 55% in size
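HEK293 cells carry an SMN2 minigene-luciferase reporter in which exon 7 inclusion puts luciferase in frame. Cells were seeded at 2000 cells/well, attached for 10-12 hours, then exposed to compounds for 30-36 hours at 37C before ONE-Glo luminescence.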
Starred values were filed as active, the others as inactive; [ ] = remark or other dose. Unless noted, the call rests on the fitted dose curve; in most records, active means well fitted curve in the direction sought with a large enough effect; inconclusive means small, poorly fitted or top-dose-only effect, or another doubt; inactive means no such curve, though single readings can be large; an effect the other way counts as inactive or inconclusive. Potency means the concentration at half of the fitted maximal effect. A portion of the library; count on the stated rates, not on these rows.

For CCCCOC(=O)n1c(SCC(=O)N(C)C)nc2ccccc21 the results were JMJD2E inh 0%, Lamin A splicing 10%, TexasRed fluor -1%, RECQ1 helicase -13%, TRb SRC2 PPI 1%, ALDH1A1 block -8%, RGS12 GoLoco inh -8% and SMN2 splice enh 5%.
Cc1cccc2sc(N(CCCN(C)C)C(=O)c3nc4ccccc4s3)nc12 was read as JMJD2E inh inconclusive, Lamin A splicing 9%, TexasRed fluor -2%, RECQ1 helicase 0%, TRb SRC2 PPI -10%, ALDH1A1 block inconclusive, RGS12 GoLoco inh 5% and SMN2 splice enh 7%.
`C=CCc1cc(C)ccc1OCCn1ccnc1` gave JMJD2E inh -20%, Lamin A splicing 4%, TexasRed fluor 3%, RECQ1 helicase -3%, TRb SRC2 PPI 2%, ALDH1A1 block inconclusive, RGS12 GoLoco inh 5% and SMN2 splice enh -6%.
O=C(/C=C/c1ccccc1)Oc1ccccc1C(=S)N1CCOCC1 was read as JMJD2E inh 3%, Lamin A splicing -4%[46 µM], TexasRed fluor 1%, RECQ1 helicase -10%, TRb SRC2 PPI -5%, ALDH1A1 block inconclusive and RGS12 GoLoco inh 1%.
Screening O=C(c1ccncc1)N1CCC[C@@]2(CCN(c3ncccn3)C2)C1 returned RECQ1 helicase -4%, ALDH1A1 block inconclusive, RGS12 GoLoco inh 10% and SMN2 splice enh 0%.
For O=C(Nc1nccs1)C1CC(=O)N(c2ccc(Cl)cc2)C1 (configuration not stated) the results were JMJD2E inh -3%, Lamin A splicing -4%[46 µM], TexasRed fluor 0%, RECQ1 helicase -4%, TRb SRC2 PPI -2%, ALDH1A1 block 5%, RGS12 GoLoco inh -3% and SMN2 splice enh -4%.
For COc1ccc(CN(CC2CCC(C(=O)O)CC2)C(=S)Nc2cc(Cl)ccc2OC)cc1 (configuration not stated) the results were JMJD2E inh 4%, TexasRed fluor 3%, RECQ1 helicase inactive, TRb SRC2 PPI 1%, ALDH1A1 block inconclusive and RGS12 GoLoco inh 3%.
Screening O=C(CCN1C(=O)C2C3C=CC(C3)C2C1=O)NCc1cccnc1 (configuration not stated) returned JMJD2E inh -3%, Lamin A splicing -8%, TexasRed fluor -4%, RECQ1 helicase -6%, TRb SRC2 PPI -23%, ALDH1A1 block -16%, RGS12 GoLoco inh 4% and SMN2 splice enh 18%.
For COc1cccc(OC)c1C(=O)NC(=S)NCc1ccco1 the results were JMJD2E inh -26%, TexasRed fluor -2%, RECQ1 helicase inactive, TRb SRC2 PPI -1%, ALDH1A1 block inconclusive, RGS12 GoLoco inh 5% and SMN2 splice enh 20%.
COc1ccccc1NC(=O)C(=O)NNC(=O)c1ccco1 was read as JMJD2E inh -5%, Lamin A splicing -14%, TexasRed fluor -1%, RECQ1 helicase -2%, TRb SRC2 PPI -1%, ALDH1A1 block 3%, RGS12 GoLoco inh -15% and SMN2 splice enh -3%.
Cc1ccc(-c2nnc(N3CCN(S(C)(=O)=O)CC3)c3ccccc23)cc1 was read as JMJD2E inh -10%, Lamin A splicing 10%, TexasRed fluor 2%, RECQ1 helicase -1%, TRb SRC2 PPI -19%, ALDH1A1 block inconclusive, RGS12 GoLoco inh -5% and SMN2 splice enh 1%.
CC(C)OCCCNC(=O)c1sc(=S)n(C)c1N was read as JMJD2E inh -13%, Lamin A splicing 0%, TexasRed fluor -5%, RECQ1 helicase -6%, TRb SRC2 PPI 1%, ALDH1A1 block -96%, RGS12 GoLoco inh 3% and SMN2 splice enh -6%.
Screening CC1(C)CC2(CC(c3ccc(F)cc3)c3ccc(O)cc3O2)NC(=S)N1 (configuration not stated) returned JMJD2E inh 6%, TexasRed fluor 3%, RECQ1 helicase -3%, TRb SRC2 PPI 2% and RGS12 GoLoco inh -4%.
Screening COc1ccc(S(C)(=O)=O)cc1S(C)(=O)=O returned JMJD2E inh -1%, Lamin A splicing -16%, TexasRed fluor 1%, RECQ1 helicase inactive, TRb SRC2 PPI -4%, ALDH1A1 block 9%, RGS12 GoLoco inh 2% and SMN2 splice enh inconclusive.
For COc1ccccc1N=C1SCC(=O)N1Cc1ccco1 the results were JMJD2E inh 3%, TexasRed fluor -3%, RECQ1 helicase -3%, TRb SRC2 PPI 2% and RGS12 GoLoco inh -5%.
Screening O=C(Nc1cnc2ccccc2c1)c1ccco1 returned JMJD2E inh -2%, Lamin A splicing 4%, TexasRed fluor -3%, RECQ1 helicase -3%, TRb SRC2 PPI 4%, ALDH1A1 block -11%, RGS12 GoLoco inh -2% and SMN2 splice enh 14µM*.
For OC(CN1CCN(c2ccccc2)CC1)c1ccc2c(c1)CCN2 (configuration not stated) the results were JMJD2E inh 5%, Lamin A splicing -12%, TexasRed fluor 0%, RECQ1 helicase -10%, TRb SRC2 PPI 0%, ALDH1A1 block 7.1µM*, RGS12 GoLoco inh -5% and SMN2 splice enh 2%.
Screening CC(OC(=O)c1ccc2c(c1)C(=O)N(Cc1ccncc1)C2=O)C(=O)Nc1cccc(Cl)c1Cl (configuration not stated) returned JMJD2E inh -1%, Lamin A splicing -9%, TexasRed fluor 0%, RECQ1 helicase -3%, TRb SRC2 PPI 0%, ALDH1A1 block 10%, RGS12 GoLoco inh 34%[activator] and SMN2 splice enh 24%.
`CC(C)(C)Nc1nc(Cl)nc(NC(C)(C)C)n1` gave JMJD2E inh -6%, Lamin A splicing inconclusive, TexasRed fluor 0%, RECQ1 helicase -6%, TRb SRC2 PPI 11%, ALDH1A1 block -8%, RGS12 GoLoco inh 7% and SMN2 splice enh inconclusive.
CC1CCCC(NC(=O)COC(=O)Cc2c[nH]c3ccccc23)C1C (configuration not stated) was read as JMJD2E inh 2%, Lamin A splicing -12%[46 µM], TexasRed fluor -1%, RECQ1 helicase inactive, TRb SRC2 PPI -7%, ALDH1A1 block -4%, RGS12 GoLoco inh 6% and SMN2 splice enh 0%.
`N#Cc1ccc(C(=O)Nc2ccn(-c3ccccc3)n2)cc1` gave JMJD2E inh -8%, Lamin A splicing inconclusive, TexasRed fluor -1%, RECQ1 helicase -4%, TRb SRC2 PPI -2%, ALDH1A1 block inconclusive, RGS12 GoLoco inh -2% and SMN2 splice enh -53%[inhibitor].
CC(=O)c1cc(C#N)c(NCCCN(C)C)nc1C was read as JMJD2E inh -7%, TexasRed fluor 0%, RECQ1 helicase inactive, TRb SRC2 PPI 3%, ALDH1A1 block inconclusive, RGS12 GoLoco inh -4% and SMN2 splice enh -4%.
For COC(=O)C1CCN(C(=O)/C=C/c2ccccc2)CC1 the results were JMJD2E inh -1%, Lamin A splicing -2%, TexasRed fluor -2%, RECQ1 helicase 1%, TRb SRC2 PPI 7%, ALDH1A1 block -5%, RGS12 GoLoco inh -7% and SMN2 splice enh 14µM*.
Cc1ccccc1/C=N/Nc1ccnc2cc(Cl)ccc12 was read as JMJD2E inh inconclusive, Lamin A splicing inconclusive, TexasRed fluor -1%, RECQ1 helicase inconclusive, TRb SRC2 PPI -6%, ALDH1A1 block 17%, RGS12 GoLoco inh 6% and SMN2 splice enh -15%.
`CC(=O)N1CCC(N(C(=O)Nc2ccc(C)c(C)c2)C2CCCC2)CC1` gave JMJD2E inh 13%, Lamin A splicing -1%, TexasRed fluor 1%, RECQ1 helicase -7%, TRb SRC2 PPI 1%, ALDH1A1 block -5%, RGS12 GoLoco inh -2% and SMN2 splice enh -21%.
Screening COc1ccc(NC(=O)CSc2nnc(CNc3ccc(C)cc3)n2C)cc1 returned JMJD2E inh 10%, TexasRed fluor 2%, RECQ1 helicase inactive, TRb SRC2 PPI -1%, ALDH1A1 block -5%, RGS12 GoLoco inh 13% and SMN2 splice enh -5%.
O=C(CSc1nc(-c2ccc(Cl)cc2)[nH]c(=O)n1)Nc1cccc(Cl)c1 was read as JMJD2E inh 1%, TexasRed fluor -4%, RECQ1 helicase inactive, TRb SRC2 PPI -7% and RGS12 GoLoco inh 4%.
Screening Cc1ccc(-n2c(C)cc(/C=c3/sc4nc5ccccc5n4c3=O)c2C)cc1 returned JMJD2E inh -16%, Lamin A splicing 4%, TexasRed fluor -7%, RECQ1 helicase 6%, TRb SRC2 PPI 0%, ALDH1A1 block inconclusive, RGS12 GoLoco inh 34%[activator] and SMN2 splice enh -79%[inhibitor].
`COc1ccc2c(CC(=O)OCC(=O)NC(=O)c3cccn3C)coc2c1` gave JMJD2E inh -1%, Lamin A splicing 6%, TexasRed fluor 2%, RECQ1 helicase inactive, TRb SRC2 PPI -2%, ALDH1A1 block -3%, RGS12 GoLoco inh 7% and SMN2 splice enh 3%.
`O=C(COc1cccnc1[N+](=O)[O-])NCCc1ccccc1` gave JMJD2E inh -3%, Lamin A splicing -19%[46 µM], TexasRed fluor -6%, RECQ1 helicase inactive, TRb SRC2 PPI 0%, ALDH1A1 block -8%, RGS12 GoLoco inh 11% and SMN2 splice enh 11%.
CCOc1cc(/C=N/N=C2/NC(=O)C(CC(=O)O)S2)ccc1OCc1ccc(Cl)cc1Cl (configuration not stated) was read as JMJD2E inh inconclusive, Lamin A splicing inconclusive, TexasRed fluor -6%, RECQ1 helicase inactive, TRb SRC2 PPI 9%, ALDH1A1 block -2%, RGS12 GoLoco inh 8% and SMN2 splice enh inconclusive.
